# Bioassay records from PubChem.
# SENP1 FRET inh = inhibitors of human SENP1 SUMO protease catalytic domain; Q9P0U3; recombinant SENP1 catalytic domain, CyPet-SUMO1-YPet FRET cleavage; inhibition, % at 10 µM; actives 0.21% (n = 360,000);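 active = inhibition at least 30% at 10 µM, raw YFP signal under a set limit, fluorescence ratio 0.5 to 1.5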;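 note: 0% = enzyme with DMSO and 100% = no enzyme wells; some results filed as inactive read as strong as hits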
#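 Material: hSENP1 catalytic domain, recombinant; medium: Tris pH 8 with BME, BSA, NP40 and catalase; compound: single concentration of 10 µM compound, 0.5% DMSO final; technique: FRET read of cyan and yellow fluorescence; timing: 50 min enzyme reaction, room temperature, light-protected; reagent: SFCypet-SUMO1-SFYpet substrate at 25 nM; control set: no-enzyme low, enzyme-DMSO high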
# SENP6 block = SENP6 protease inhibition. Q9GZR1. inhibition, % at 10 µM. actives 1.8% (n = 330,000). Recombinant SENP6 catalytic domain, aminoluciferin luminescence;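 active = inhibition above about 50% at the single tested dose, limit read from the data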;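 note: plate controls were DMSO wells with enzyme for no effect and DMSO wells lacking enzyme for full effect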
# Apaf-1 inh = inhibitors of human Apaf-1 apoptosome | O14727 | reconstituted apoptosome caspase-3 activity, DEVD-Rh110 fluorescence | inhibition, % at 20 µM | actives 0.71% (n = 330,000) | AID 489030; active = inhibition of at least 40% at 20 µM;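 note: plate controls were DMSO wells for no effect and DEVD-CHO caspase inhibitor wells for full effect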
# Target sequence (O14727 whole entry, looked up): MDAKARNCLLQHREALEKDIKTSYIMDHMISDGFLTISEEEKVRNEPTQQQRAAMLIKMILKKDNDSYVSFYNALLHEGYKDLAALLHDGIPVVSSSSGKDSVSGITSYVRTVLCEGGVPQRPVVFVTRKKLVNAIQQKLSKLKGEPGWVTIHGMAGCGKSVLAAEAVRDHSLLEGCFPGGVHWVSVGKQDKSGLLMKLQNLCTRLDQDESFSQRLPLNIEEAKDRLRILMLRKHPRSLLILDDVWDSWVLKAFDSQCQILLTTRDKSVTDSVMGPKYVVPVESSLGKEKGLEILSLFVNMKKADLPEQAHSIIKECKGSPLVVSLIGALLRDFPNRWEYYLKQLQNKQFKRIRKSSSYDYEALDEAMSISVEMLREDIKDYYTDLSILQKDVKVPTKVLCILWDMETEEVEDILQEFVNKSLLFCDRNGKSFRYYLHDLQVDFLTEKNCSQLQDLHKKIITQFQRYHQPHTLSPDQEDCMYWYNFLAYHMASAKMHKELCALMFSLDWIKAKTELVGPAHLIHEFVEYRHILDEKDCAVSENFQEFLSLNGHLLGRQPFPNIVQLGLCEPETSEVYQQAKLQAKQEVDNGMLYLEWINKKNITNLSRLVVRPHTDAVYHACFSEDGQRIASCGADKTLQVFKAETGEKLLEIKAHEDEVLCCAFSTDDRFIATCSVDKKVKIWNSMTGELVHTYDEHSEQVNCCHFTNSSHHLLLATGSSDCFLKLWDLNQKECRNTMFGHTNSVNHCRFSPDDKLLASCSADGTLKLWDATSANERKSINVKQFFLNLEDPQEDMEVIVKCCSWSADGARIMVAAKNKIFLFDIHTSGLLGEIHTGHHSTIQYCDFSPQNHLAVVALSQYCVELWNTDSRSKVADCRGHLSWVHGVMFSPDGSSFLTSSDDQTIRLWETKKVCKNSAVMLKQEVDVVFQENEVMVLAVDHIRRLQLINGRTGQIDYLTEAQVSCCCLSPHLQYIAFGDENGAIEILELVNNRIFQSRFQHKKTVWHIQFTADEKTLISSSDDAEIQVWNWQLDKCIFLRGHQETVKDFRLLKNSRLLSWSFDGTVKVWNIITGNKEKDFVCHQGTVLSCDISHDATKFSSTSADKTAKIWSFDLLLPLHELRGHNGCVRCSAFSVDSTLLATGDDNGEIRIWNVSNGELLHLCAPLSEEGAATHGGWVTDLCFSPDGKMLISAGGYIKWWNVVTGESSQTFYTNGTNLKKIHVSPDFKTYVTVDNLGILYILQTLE
#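 System: Apoptosome proteins | Medium: Hepes pH 7.5 with detergent and BSA | Also added: Cytochrome c trigger plus (Z-DEVD)2-Rh110 caspase-3 substrate | Incubation: 30 min compound preincubation, 50 min activation, room temperature | Detection: Rhodamine 110 fluorescence at Ex 480/Em 540 nm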
# SENP8 block-1 = SENP8 (human) protease inhibition | Q96LD8 | actives 0.64% (n = 360,000) | AID 602440 | recombinant SENP8, Nedd8 substrate fluorescence | inhibition, % at 20 µM; in the data active = inhibition mostly above about 40%, no sharp cut-off; inactive = mostly below about 27%
# SENP7 block = blocks the human protease SENP7; recombinant SENP7, Z-RLRGG-aminoluciferin luminescence, 40 min; inhibition, % at 5 µM; AID 434973; Q9BQF6; actives 1.5% (n = 330,000);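 active = inhibition above about 50% at the single test dose, limit read from the data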;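 note: plate controls were DMSO with enzyme for no effect and no enzyme buffer wells for full effect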
# NLRP3 yeast inh = inhibitors of NALP3 inflammasome in yeast; Yeast reconstituted NLRP3/ASC/caspase-1, beta-gal luminescence, 24 h; inhibition, % at 10 µM; actives 0.39% (n = 330,000);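 active = inhibition of 50% or more; inactive = inhibition below 50%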;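 note: plate controls were induced DMSO wells for no effect and uninduced yeast grown without galactose for full effect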
# HKDC1 inhibitor = HKDC1 (human) hexokinase inhibition. Q2TB90. recombinant HKDC1, G6PDH/diaphorase resazurin coupled fluorescence. inhibition, % at 20 µM. actives 0.16% (n = 340,000);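 active = inhibition above about 35% when tested at 20 µM, limit read from the data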;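 note: plate controls were DMSO wells with enzyme for no effect and DMSO wells lacking enzyme for full effect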
#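 Assay system – recombinant HKDC1 (HK5) hexokinase enzyme, produced in-house · Input – HKDC1 at 5 µg/mL · Reagent – glucose plus 1 mM ATP as hexokinase substrates · Timing – 90 min reaction incubation at room temperature, dark · Measured by – G6PDH/diaphorase-coupled fluorescence, 1 mM NADP, 100 µM resazurin, 525/613 nm · Benchmarks – DMSO-enzyme wells negative, buffer-substituted wells positive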
# SENP8 block-2 = blocks the human protease SENP8; inhibition, % at 10 µM; Q96LD8; actives 1.2% (n = 330,000); AID 2540; purified SENP8, Z-RLRGG-aminoluciferin cleavage, luminescence; in the data active = inhibition above about 50%
# PfG6PD inh = PfG6PD (Plasmodium falciparum) enzyme inhibition. AID 504690. actives 0.78% (n = 350,000). inhibition, % at 20 µM. PfGluPho enzyme, NADPH resazurin-diaphorase fluorescence;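 active = inhibition reaching at least a set limit at 20 µM in the primary screen, cut at about 59% in these data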;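 note: 0% = DMSO wells with substrate and 100% = DMSO wells lacking glucose-6-phosphate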
# An asterisk follows results filed as active; nt = not tested or not shown.
1	COc1ccc(NC2CCCCC2NS(=O)(=O)c2ccc(C)cc2)cc1 (stereo not drawn)
2	COc1cccc(-c2nnc(SCC(N)=O)n2-c2ccc(Cl)cc2)c1
3	Cc1cccc(C(=O)NCC(=O)Nc2ccncc2)c1
4	Cc1ccc(N=C2NC(=O)c3cccc([N+](=O)[O-])c32)cc1
5	COc1ccc2nc(C)cc(C(=O)O)c2c1
6	CC(C)CN(C(=O)CN(C)C(=O)Cc1ccccc1Cl)c1c(N)n(CC(C)C)c(=O)[nH]c1=O

screen / no.	1	2	3	4	5	6
SENP6 block	2	-18	-4	6	12	10
PfG6PD inh	17	0	6	12	13	-1
SENP8 block-2	7	-8	-9	-4	4	-1
SENP8 block-1	10	10	-1	3	-498	0
SENP1 FRET inh	3	2	-1	1	3	-11
SENP7 block	7	-4	6	-1	-1	-2
NLRP3 yeast inh	3	-6	12	19	9	-2
HKDC1 inhibitor	5	-12	-4	7	-8	3
Apaf-1 inh	13	9	0	2	-1	3

7	COc1ccccc1CNC(=O)CCNS(=O)(=O)c1ccc2c(c1)CC(C)N2C(C)=O (stereo not drawn)
8	COC(=O)C1=C(C)NC(=O)CC1c1cc(Br)ccc1F (stereo not drawn)
9	COc1ccc(OC)c(-n2c(N)c(C(=O)NCC3CCCO3)c3nc4ccccc4nc32)c1 (stereo not drawn)
10	Cc1ccc(C(=O)NCCc2ccccc2)cc1S(=O)(=O)N1CCOCC1
11	COc1n[nH]c2nncnc12
12	Cc1cc(NC(=O)CCN2C(=O)C3C4CCC(C4)C3C2=O)cc(C)c1Br (stereo not drawn)

screen / no.	7	8	9	10	11	12
SENP6 block	11	-2	nt	4	-9	1
PfG6PD inh	-1	-8	4	1	-14	-17
SENP8 block-2	0	-5	nt	8	2	-10
SENP8 block-1	4	15	-478	10	22	18
SENP1 FRET inh	0	0	-32	2	0	0
SENP7 block	3	-10	nt	4	0	-2
NLRP3 yeast inh	2	-8	nt	13	3	10
HKDC1 inhibitor	-6	1	10	-7	-6	-5
Apaf-1 inh	-13	10	nt	0	-6	13

# Copied from the list.
# Cc1cc(NC(=O)CCN2C(=O)C3C4CCC(C4)C3C2=O)cc(C)c1Br (stereo not drawn) | PfG6PD inh: -17
# COC(=O)C1=C(C)NC(=O)CC1c1cc(Br)ccc1F (stereo not drawn) | NLRP3 yeast inh: -8

# Further structures.
13	COc1ccc(/C=N/NC(=O)c2ccc3c(c2)OCO3)c(C(=O)O)c1OC
14	CC(CN1CCCCC1)OC(=O)COc1ccc(Cl)cc1 (stereo not drawn)
15	CCOC(=O)C1CCCN(C(=O)c2ccc3c(=O)n(Cc4ccccc4OC)c(=S)[nH]c3c2)C1 (stereo not drawn)
16	NS(=O)(=O)c1ccc(CCNC(=O)CN2CCN(Cc3cccc(C(F)(F)F)c3)CC2)cc1
17	Cc1cc(C)cc(-c2nnc(SCc3ccc(C(=O)O)cc3)o2)c1
18	O=C(Nc1nc2ccccc2[nH]1)Nc1ccccc1F

screen / no.	13	14	15	16	17	18
SENP6 block	-5	-2	-10	10	9	60*
PfG6PD inh	-11	6	0	5	-21	8
SENP8 block-2	-6	-8	-12	3	4	39
SENP8 block-1	-3	19	-6	-2	10	15
SENP1 FRET inh	3	1	3	-1	1	-2
SENP7 block	-17	-11	25	0	0	40
NLRP3 yeast inh	8	8	20	0	12	15
HKDC1 inhibitor	-8	-12	-1	-9	-1	1
Apaf-1 inh	1	12	22	-2	1	4

19	COc1ccc(/C=C\C(=O)NCC(=O)N/N=C/c2ccc(O)cc2O)cc1
20	Cc1cc(C)c(S(=O)(=O)NCc2cn3ccccc3n2)c(C)c1
21	C=CCNC(=O)CSc1nnc(C(CC)N(C)C)n1C1CCCCC1 (stereo not drawn)
22	COc1ccc2[nH]cc(/C=C/c3cc[n+](C)cc3)c2c1
23	CCN(CC)S(=O)(=O)c1ccc2[nH]c(=O)cc(C(=O)NCc3ccccc3)c2c1
24	CNC(=O)C(=O)N/N=C/c1ccccn1

screen / no.	19	20	21	22	23	24
SENP6 block	-8	-7	3	23	-11	-9
PfG6PD inh	-38	7	2	4	0	2
SENP8 block-2	-7	-5	4	-1	-2	-10
SENP8 block-1	15	-28	13	28	-42	11
SENP1 FRET inh	-2	0	0	-18	2	-4
SENP7 block	-4	-4	6	5	1	-15
NLRP3 yeast inh	3	18	-14	27	8	5
HKDC1 inhibitor	-32	0	-6	2	0	0
Apaf-1 inh	-17	-6	-12	5	7	9

25	Cc1cc(C)nc(Nc2ccc(Br)cc2C(=O)O)n1
26	CC1CCCCC1NC(=O)CSc1nnc(COc2ccc(Cl)cc2)o1 (stereo not drawn)
27	O=C(Nc1ccc(-c2csc(Nc3cccc(C(F)(F)F)c3)n2)cc1)c1cc([N+](=O)[O-])cc(C(F)(F)F)c1
28	COc1ccc(-c2c(C#N)c(N)nc3c2c(=O)n(C)c(=O)n3C)cc1Cl
29	CCOc1ccc(NC(=O)NC2(C(=O)NCc3ccco3)CCCCC2)cc1
30	CCN(CC(=O)Nc1ccccc1C(F)(F)F)C(=O)CSCc1ccc(C)cc1

screen / no.	25	26	27	28	29	30
SENP6 block	-7	14	-5	-15	-11	-16
PfG6PD inh	28	-6	9	-8	-11	4
SENP8 block-2	2	2	-5	0	-3	-3
SENP8 block-1	-241	8	32	2	1	14
SENP1 FRET inh	1	1	1	1	3	-1
SENP7 block	4	1	-8	4	0	-5
NLRP3 yeast inh	13	9	10	1	8	4
HKDC1 inhibitor	2	-7	-5	-7	-2	-1
Apaf-1 inh	-16	12	-16	-2	3	15

31	CNC(=O)C(=O)NCCN1CCN(S(=O)(=O)c2ccc3ccccc3c2)CC1
32	CN1CCN(S(=O)(=O)c2ccc3c(c2)oc(=O)n3C)CC1
33	COc1ccc(NC(=O)COC(=O)Cc2c[nH]c3ccccc23)cc1Cl
34	C/C(=N\NS(=O)(=O)c1ccccc1)c1ccc2c(c1)OCO2
35	Cc1nn(Cc2ccccc2)c2sc(C(=O)NCc3cccnc3)cc12
36	CCOC(=O)N1CCN(C(=O)CSc2ccc(-c3cccnc3)nn2)CC1

screen / no.	31	32	33	34	35	36
SENP6 block	-11	-13	-2	17	-8	-13
PfG6PD inh	-9	-5	15	-28	0	nt
SENP8 block-2	-7	-2	2	-3	-12	0
SENP8 block-1	12	5	5	7	14	nt
SENP1 FRET inh	-1	33*	0	0	-1	nt
SENP7 block	-8	2	-1	-10	-2	-2
NLRP3 yeast inh	10	15	8	21	7	15
HKDC1 inhibitor	6	-6	1	11	-3	nt
Apaf-1 inh	12	6	2	4	2	-14

37	Cc1nc2ccc(NS(=O)(=O)c3c(F)cc(F)cc3Br)cc2s1
38	CCOC(=O)N1CCN(C(=O)C2COc3ccccc3O2)CC1 (stereo not drawn)
39	CCNC(=S)NNC(=O)c1ccoc1C
40	CCOc1ccccc1NC(=S)N1CCN(c2ccc(O)cc2)CC1
41	O=S(=O)(c1ccccc1Cl)N1CCCC(c2nc(-c3cccnc3)no2)C1 (stereo not drawn)
42	Cc1ccc(CC(=O)Nc2ccc(F)c([N+](=O)[O-])c2)cc1C

screen / no.	37	38	39	40	41	42
SENP6 block	3	-8	-6	-20	-5	8
PfG6PD inh	2	-5	0	38	-1	7
SENP8 block-2	8	-7	-7	6	-8	2
SENP8 block-1	1	9	26	8	13	3
SENP1 FRET inh	44*	-1	2	1	4	2
SENP7 block	-7	1	3	6	-8	2
NLRP3 yeast inh	15	6	14	-2	-22	30
HKDC1 inhibitor	1	-1	-2	4	2	-3
Apaf-1 inh	-2	0	1	4	0	14

43	CC(C)CNC(=O)C(=O)NCC1OCCCN1S(=O)(=O)c1ccc2c(c1)OCCO2 (stereo not drawn)
44	Brc1cccc(-c2nnc3sc(CNCc4ccco4)cn23)c1
45	Cc1nc2ccc(-c3ccccc3)cc2o1
46	CC(=O)Nc1oc(-c2cccc3ccccc23)nc1C#N
47	C/C(N)=C(/C#N)C(=O)CSc1nc2cc(Cl)ccc2s1
48	Cc1cccc(C)c1NC(=O)N1CCN(C2CCCCC2)CC1

screen / no.	43	44	45	46	47	48
SENP6 block	6	-7	10	-17	-10	-9
PfG6PD inh	3	-8	0	-14	6	-19
SENP8 block-2	8	1	-8	-11	-3	-15
SENP8 block-1	3	3	17	-486	8	27
SENP1 FRET inh	1	-4	0	-79	-8	1
SENP7 block	5	-1	-1	-10	9	6
NLRP3 yeast inh	2	17	7	21	27	-3
HKDC1 inhibitor	-3	0	-3	-3	11	2
Apaf-1 inh	0	13	1	-6	12	-1

49	COc1ccc(S(=O)(=O)Nc2cccc(S(=O)(=O)N3CCCCCC3)c2)cc1
50	COCCNC(=O)C(c1ccc(C)o1)N(Cc1cccs1)C(=O)c1snc(C(N)=O)c1N (stereo not drawn)
51	O=C(c1ccc(Cl)c([N+](=O)[O-])c1)N1CCCc2ccccc21
52	Nc1c(/C=C2/C=CC(=O)C(O)=C2)c(=O)nc2sc(CC(=O)N3CCCCC3)nn12
53	CCOc1ccc(-c2nnc(N)s2)cc1
54	CCn1c2ccccc2c2nnc(SCC(=O)Nc3ccc4c(c3)OCO4)nc21
55	Cc1ccc(NC(=O)c2ccc3c(c2)OCCO3)cc1C
56	Cc1cc(SCC(=O)c2ccccc2)nc(SCC(=O)c2ccccc2)n1
57	Cc1cc(C)c(S(=O)(=O)NC2CC(C)(C)NC(C)(C)C2)cc1C

screen / no.	49	50	51	52	53	54	55	56	57
SENP6 block	nt	-4	6	-66	4	-33	91*	0	5
PfG6PD inh	-31	-14	-14	-18	-6	7	38	9	0
SENP8 block-2	nt	-2	-1	-30	1	6	86*	2	3
SENP8 block-1	8	-256	-2	-14	-20	4	9	12	18
SENP1 FRET inh	1	-4	0	-25	-5	-6	0	1	1
SENP7 block	nt	3	2	14	3	2	92*	3	5
NLRP3 yeast inh	nt	14	40	0	11	-2	44	11	24
HKDC1 inhibitor	2	-4	-4	13	-12	-6	-3	0	1
Apaf-1 inh	nt	10	8	4	-18	-2	4	18	-4

# Profiles as entered above.
# Entry for `CCn1c2ccccc2c2nnc(SCC(=O)Nc3ccc4c(c3)OCO4)nc21` : SENP6 block = -33; PfG6PD inh = 7; SENP8 block-2 = 6; SENP8 block-1 = 4; SENP1 FRET inh = -6; SENP7 block = 2; NLRP3 yeast inh = -2; HKDC1 inhibitor = -6; Apaf-1 inh = -2
# Entry for `CCOc1ccc(-c2nnc(N)s2)cc1` : SENP6 block = 4; PfG6PD inh = -6; SENP8 block-2 = 1; SENP8 block-1 = -20; SENP1 FRET inh = -5; SENP7 block = 3; NLRP3 yeast inh = 11; HKDC1 inhibitor = -12; Apaf-1 inh = -18
